S aureus QS inh – S. aureus quorum sensing inhibitors, primary screen, RNAIII-GFP reporter, flow cytometry; S. aureus RN6390 RNAIII-GFP reporter, AIP-induced, flow cytometry 3 h; inhibition, % at 2 µM; 24,000 tested, 0.3% active;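 active = share of bacteria positive for the green fluorescent reporter and its mean brightness both inhibited by 50% or more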;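 note: 0% = AIP-stimulated control and 100% = unstimulated bacteria without AIP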
S aureus QS inh GFP MFI % – recorded beside S aureus QS inh, whose call it bears; inhibition, %; measured here: inhibition of GFP MFI
The depositor's hits bear a star. The list is partial; rates above refer to the full screens.

1	COc1cccc(N(C(=O)c2ccco2)C(C(=O)NC2CCCC2)c2ccc(N(C)C)cc2)c1 (stereo unspecified)
2	O=C1c2oc3ccccc3c(=O)c2C(c2cccc(O)c2)N1c1ccccn1 (stereo unspecified)
3	CCOC(=O)N1CCN(C(=O)Nc2ccc(Cl)cc2)CC1
4	Cc1nc2cccc(C(=O)NC3CCCCC3)c2o1
5	COc1ccc(-c2cn3cccnc3n2)cc1NC(=O)CC(C)C

assay / compound	1	2	3	4	5
S aureus QS inh	18	0	-1	1	-5
S aureus QS inh GFP MFI %	26	2	-52	3	3

6	COc1cc2c(cc1OC)C(COc1ccc3c(C)cc(=O)oc3c1)N(C(=O)c1ccco1)CC2 (stereo unspecified)
7	COc1cccc(-c2noc(-c3cccs3)n2)c1
8	O=C(OCN1C(=O)c2ccccc2C1=O)C1CCCCC1
9	O=C(CSc1nc2ccccc2s1)N1CCOCC1
10	Oc1ccc(CN2CCCc3ccccc32)c2cccnc12

assay / compound	6	7	8	9	10
S aureus QS inh	2	0	0	0	-2
S aureus QS inh GFP MFI %	6	6	0	-10	-6

11	CS(=O)(=O)N1CCCC(C(=O)NCCCN2CCC(Cc3ccccc3)CC2)C1 (stereo unspecified)
12	Cc1ccc(Cl)cc1N1CCN(S(=O)(=O)c2c(C)[nH]c(=O)[nH]c2=O)CC1
13	COc1cc(C2N(c3cccc(Cl)c3)C(=O)C3CCCN32)cc(OC)c1OC (stereo unspecified)
14	Cc1ccc(-n2c(SCC3CCCCO3)nnc2-c2ccco2)cc1 (stereo unspecified)
15	COC(=O)Cc1c(C)nc2nc(-c3ccccc3)[nH]n2c1=O

assay / compound	11	12	13	14	15
S aureus QS inh	-2	0	-4	0	-1
S aureus QS inh GFP MFI %	-6	-11	-6	60	14

16	O=C(COC(=O)c1ccccc1O)Nc1ccc(OC(F)F)cc1
17	CCOC(=O)N1CCN(C(=O)CSc2nnc(-c3cccc(Cl)c3)o2)CC1
18	COc1ccc(-c2noc(COc3ccc4ccccc4c3Br)n2)cc1OC
19	COc1ccc(NC(=O)CSc2nnc(Cn3c(=O)sc4ccccc43)n2C)c(OC)c1
20	CSc1nc(C)c(Cl)c(C)c1C#N

assay / compound	16	17	18	19	20
S aureus QS inh	0	-2	0	0	0
S aureus QS inh GFP MFI %	-11	2	9	-4	-38

4 records drawn at random from the list so far:
19	COc1ccc(NC(=O)CSc2nnc(Cn3c(=O)sc4ccccc43)n2C)c(OC)c1
16	O=C(COC(=O)c1ccccc1O)Nc1ccc(OC(F)F)cc1
17	CCOC(=O)N1CCN(C(=O)CSc2nnc(-c3cccc(Cl)c3)o2)CC1
18	COc1ccc(-c2noc(COc3ccc4ccccc4c3Br)n2)cc1OC

assay / compound	19	16	17	18
S aureus QS inh	0	0	-2	0
S aureus QS inh GFP MFI %	-4	-11	2	9

Additional compounds follow:
21	O=C(NCCCn1ccnc1)c1cc(C2CC2)on1
22	CC(C)CCNC(=O)CCn1nc(-c2ccccc2)ccc1=O
23	CC1(C)CC(=O)c2cc(OCC(=O)NCc3cccnc3)ccc2O1
24	COC(=O)CNC(=O)c1nn(-c2cccc(OC)c2)c(=O)c2ccccc12
25	CCN1C(=O)c2cccc3c(S(=O)(=O)Nc4ccccn4)ccc1c23

assay / compound	21	22	23	24	25
S aureus QS inh	-5	0	-1	1	0
S aureus QS inh GFP MFI %	-30	4	5	4	7

26	CCCCn1c(SCC(=O)Nc2cc(C)on2)nnc1-c1cccnc1
27	Cc1nn(C)c(C)c1Sc1ccc(Br)cc1
28	CC(C)(C)NC(=O)Cn1nnc(-c2ccc(S(C)(=O)=O)cc2)n1
29	CCCCc1ccc(NC(=O)COCC)cc1
30	COc1cccc(C2c3c(oc4ccc(F)cc4c3=O)C(=O)N2CCCN2CCOCC2)c1 (stereo unspecified)

assay / compound	26	27	28	29	30
S aureus QS inh	6	-1	-1	-1	-1
S aureus QS inh GFP MFI %	6	-6	-5	7	-3

31	Cc1cc(C)nc(NC(=O)CCCC(=O)O)c1
32	O=C(CN(Cc1ccco1)C(=O)CNS(=O)(=O)c1ccc(Cl)cc1)NCc1ccc(F)cc1
33	O=C(O)CCCC(=O)Nc1cccc2cccnc12
34	CCCCc1c(O)nc(SCC(=O)Nc2ccc3c(c2)CCC3)[nH]c1=O
35	Cc1ccc(C)c(N2CCN(C(=O)CCS(=O)(=O)c3cccc4nonc34)CC2)c1

assay / compound	31	32	33	34	35
S aureus QS inh	-2	-1	-6	1	-2
S aureus QS inh GFP MFI %	-15	-2	-21	3	-5

36	O=c1c2cccnc2[nH]c(=S)n1CCC1=CCCCC1
37	CC1=C(C(N)=O)C(c2ccccn2)n2nc(-c3ccccc3Cl)nc2N1 (stereo unspecified)
38	N#CCCN1CCN(S(=O)(=O)c2ccc(S(=O)(=O)NC3CCCCC3)cc2)CC1
39	Cc1ccc2c(c1)N(CC(=O)O)C(=O)CO2
40	COc1ccc(CCNC(=O)C2CCN(Cc3nc(-c4ccc(Cl)cc4)oc3C)CC2)cc1OC

assay / compound	36	37	38	39	40
S aureus QS inh	-1	0	2	0	-3
S aureus QS inh GFP MFI %	3	5	-34	-8	-6

41	O=C(Nc1nc(-c2ccccc2)cs1)C1CCCCN1S(=O)(=O)c1ccccc1 (stereo unspecified)
42	Nc1ncnc2c1ncn2[C@@H]1O[C@H](CO)[C@@H](O)[C@H]1O
43	COC(=O)CC1SCCNC1=O (stereo unspecified)
44	Cc1sc2nc(SCC(=O)NCc3ccco3)n(CCc3ccccc3)c(=O)c2c1C
45	COc1ccc(N2CCN(C(=O)CN3C(=O)c4ccccc4S3(=O)=O)CC2)cc1

assay / compound	41	42	43	44	45
S aureus QS inh	9	-2	0	-1	-2
S aureus QS inh GFP MFI %	16	-35	17	6	-1

46	CC1CCN(S(=O)(=O)c2ccc3c(c2)oc(=O)n3CC(=O)N2c3ccccc3CC2C)CC1 (stereo unspecified)
47	N#CC1=C2SCN(Cc3ccccc3)CN2C(=O)CC1c1cccs1 (stereo unspecified)
48	Cc1cc(NC(=O)CSc2nnc(C3CC3)n2C)no1
49	O=c1c2cc(Cl)ccc2nc2ccc(N3CCCC3)nn12
50	O=C(C1CCCN(S(=O)(=O)c2cccc3nsnc23)C1)N1CCc2ccccc2C1 (stereo unspecified)

assay / compound	46	47	48	49	50
S aureus QS inh	-4	-2	1	-3	5
S aureus QS inh GFP MFI %	-7	-10	27	-8	-25

51	COc1cccc(CNC(=O)C2CCN(S(=O)(=O)c3c(C)nn(C)c3C)CC2)c1
52	COC(=O)c1ccccc1NC(=O)CS(=O)(=O)Cc1nc(-c2ccc(C)cc2)oc1C
53	CSc1nnc(-c2nnc(SC)n2-c2ccccc2)n1-c1ccccc1
54	CC(O)CN1C(=O)C(CC(=O)Nc2ccc(Cl)cc2)SC1=Nc1ccccc1 (stereo unspecified)
55	O=C(N1CCOCC1)N1CCN(c2ccccc2F)CC1

assay / compound	51	52	53	54	55
S aureus QS inh	-2	0	-1	-1	-9
S aureus QS inh GFP MFI %	-10	8	-2	-42	-17

56	COc1ccc2nc(NC(=O)C3CCN(S(=O)(=O)c4cccc5nsnc45)CC3)sc2c1
57	CCCCC(=O)Nc1ccc2c3c(cccc13)C(=O)N2CC
58	O=C(NCCCN1CCCC1)c1ccc(CS(=O)(=O)c2ccc(Br)cc2)o1
59	COc1cc(-c2nc(Cc3ccccc3Cl)no2)cc(OC)c1OC
60	Cc1c(OCC(F)(F)F)ccnc1CS(=O)c1nc2ccccc2[nH]1 (stereo unspecified)

assay / compound	56	57	58	59	60
S aureus QS inh	0	0	0	9	-1
S aureus QS inh GFP MFI %	-29	-9	-20	22	-1

61	CC(=O)c1c(C)[nH]c(C(=O)Nc2cc(C)ccc2C)c1C
62	CCOC(=O)C1CCCN(C(=O)c2cc3c(=O)n(C)c4ccccc4c3n2C)C1 (stereo unspecified)
63	O=C(Cc1coc(-c2ccc(F)cc2)n1)N1CCOCC1
64	O=C(NC1CCCC1)C1CC1c1ccccc1 (stereo unspecified)
65	CCOc1ccc(C2CC(c3ccc(F)cc3)n3ncnc3N2)cc1 (stereo unspecified)

assay / compound	61	62	63	64	65
S aureus QS inh	1	2	-4	0	1
S aureus QS inh GFP MFI %	25	7	-16	7	8

66	CCN(CC)S(=O)(=O)c1ccc(NC2c3ccccc3C(=O)N2CCN2CCOCC2)cc1 (stereo unspecified)
67	CCOc1ccc(-n2ccnc2SCC(=O)Nc2nnc(C)s2)cc1
68	O=C(Cn1nc(-c2ccccc2)ccc1=O)NCc1ccc2c(c1)OCO2
69	COc1ccc(CN(Cc2nc3ccccc3c(=O)[nH]2)C(=O)NC2CCCCC2)cc1
70	CC(C)C1C2=C(CC(C)(C)CC2=O)ON1c1ccccc1 (stereo unspecified)

assay / compound	66	67	68	69	70
S aureus QS inh	-2	-2	11	0	1
S aureus QS inh GFP MFI %	-6	-5	18	6	-10

Some of the entries above, reformatted.
67. CCOc1ccc(-n2ccnc2SCC(=O)Nc2nnc(C)s2)cc1
  S aureus QS inh = -2
  S aureus QS inh GFP MFI % = -5
66. CCN(CC)S(=O)(=O)c1ccc(NC2c3ccccc3C(=O)N2CCN2CCOCC2)cc1 (stereo unspecified)
  S aureus QS inh = -2
  S aureus QS inh GFP MFI % = -6
69. COc1ccc(CN(Cc2nc3ccccc3c(=O)[nH]2)C(=O)NC2CCCCC2)cc1
  S aureus QS inh = 0
  S aureus QS inh GFP MFI % = 6
70. CC(C)C1C2=C(CC(C)(C)CC2=O)ON1c1ccccc1 (stereo unspecified)
  S aureus QS inh = 1
  S aureus QS inh GFP MFI % = -10

Following part:
71	O=C(CCCCCN1C(=O)CCC1=O)NCc1ccccc1
72	O=C(C1CCN(S(=O)(=O)c2cccc3nsnc23)CC1)N1CCc2ccccc21
73	CCCCN(C)Cc1c(O)ccc2c(-c3ccccc3)cc(=O)oc12
74	OCCNc1cc(-n2nc(-c3ccccc3)cc2-c2ccccc2)ncn1
75	CCn1ncc(C2=NOC(C(=O)Nc3c(C)nn(Cc4ccc(F)cc4)c3C)C2)c1C (stereo unspecified)
76	Cc1ccc(-c2nn(C)c(=O)c3ccccc23)cc1S(=O)(=O)NCCN1CCOCC1
77	O=C(C1CCCN(S(=O)(=O)c2cccs2)C1)N1CCc2ccccc2C1 (stereo unspecified)

assay / compound	71	72	73	74	75	76	77
S aureus QS inh	0	1	0	-6	6	-1	0
S aureus QS inh GFP MFI %	-5	6	-1	-29	50	4	24
